Screens deposited in PubChem by Sanford-Burnham Center for Chemical Genomics.
tim23-1 inh: tim23-1 yeast growth inhibition. 1.3% of 330,000 active. inhibition, % at 20 µM. AID 463212. S. cerevisiae tim23-1 growth, BacTiter-Glo luminescence, 24 h;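 active = growth inhibition of the mutant yeast at or above 50%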;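 also: temperature-sensitive mutant grown at 25 °C; plate controls were DMSO-treated mutant yeast for no effect and medium wells lacking yeast for full effect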
Mdm2-MdmX inh: disrupts the human Mdm2-MdmX interaction. O15151+Q00987. SaOS-2 split-luciferase Mdm2/MdmX complementation, luminescence. inhibition, % at 8 µM. 3% of 330,000 active. AID 485346;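 active = inhibition of at least 50% at 8 µM in the primary screen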
APJ ag: activates the human apelin receptor APJ; 0.11% of 330,000 active; activation, % at 20 µM; CHO-K1 APJ PathHunter beta-arrestin, luminescence; 0% DMSO wells, 100% apelin;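 active = activation more than six SD over the plate average, tested at 20 µM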;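 also: 0% = DMSO alone and 100% = apelin-13 at 10 nM; some results filed as inactive read as strong as hits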
Target sequence (P35414 whole entry, looked up): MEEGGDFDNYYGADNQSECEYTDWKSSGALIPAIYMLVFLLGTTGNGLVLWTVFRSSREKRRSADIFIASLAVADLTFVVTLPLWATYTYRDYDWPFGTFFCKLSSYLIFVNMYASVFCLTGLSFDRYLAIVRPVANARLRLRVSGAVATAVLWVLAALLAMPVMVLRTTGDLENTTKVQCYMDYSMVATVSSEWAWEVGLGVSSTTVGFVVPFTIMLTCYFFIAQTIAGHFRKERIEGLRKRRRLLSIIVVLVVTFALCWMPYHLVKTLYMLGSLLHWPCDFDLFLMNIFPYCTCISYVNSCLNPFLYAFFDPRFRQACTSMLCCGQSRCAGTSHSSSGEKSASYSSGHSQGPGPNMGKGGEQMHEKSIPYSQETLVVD
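Material: engineered CHO-K1 APJ arrestin reporter cells; amount: 1000 CHO-K1 reporter cells seeded per well; incubation: compound stimulation 90 min at 25 °C, detection 60 min; signal: luminescent beta-gal fragment complementation, chemiluminescent substrate; read-out basis: APJ agonist activity; controls: DMSO-only wells as negative, 10 nM Apelin-13 as positive control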
NALP3 yeast inh: NALP3 inhibition in yeast; Yeast reconstituted NLRP3/ASC/caspase-1, beta-gal luminescence, 24 h; inhibition, % at 10 µM; 0.39% of 330,000 active; AID 2825;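 active = inhibition of 50% or more; inactive = inhibition below 50%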;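 also: plate controls were induced DMSO wells for no effect and uninduced yeast grown without galactose for full effect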
tim10-1 inh: inhibits growth of tim10-1 mutant yeast; S. cerevisiae tim10-1 ts strain growth, BacTiter-Glo, 24 h; inhibition, % at 20 µM; 2.2% of 330,000 active; AID 463190;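 active = inhibition of at least 40%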;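 also: mutant grown at 25 °C; 0% = DMSO wells with yeast and 100% = wells holding no yeast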
CHOP UPR activ: activators of apoptotic arm of unfolded protein response (CHOP); CHO-CHOP luciferase reporter, UPR activation, luminescence; percent of tunicamycin response over DMSO baseline; activation, % at 10 µM; 0.34% of 330,000 active; AID 449763;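 active = at 10 µM dose, activation of 40% or more, normalized to positive control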;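 also: 100% = tunicamycin at 10 µg/mL and 0% = DMSO alone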
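Dosing – one dose, 10 µM in 0.5% DMSO · System – CHO-CHOP cells, stable luciferase reporter of PERK-eIF2a-CHOP signalling · Input – 500 cells/well · Control set – tunicamycin 10 µg/mL final as positive, DMSO-only wells as negative · Timing – 6 h compound treatment, 37 °C · Measure – % activation vs tunicamycin · Technique – luminescence read with Steady-Glo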
TIM10 inh: growth inhibitors of TIM10 yeast strain. S. cerevisiae TIM10 strain growth, BacTiter-Glo luminescence, 24 h. inhibition, % at 10 µM. 1.4% of 330,000 active. AID 463195;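 active = inhibition of 40% or more at the single tested concentration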;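 also: wild-type TIM10 isogenic control strain grown at permissive 25 °C; 0% = DMSO yeast wells and 100% = minimal medium wells without yeast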
NR3A LBD binder: modulates the human NR3A ligand-binding domain; NR3A LBD differential scanning fluorimetry, Tm shift; 0% = protein alone, 100% = glycine-bound protein; Tm shift relative to glycine control, % at 25 µM; 2.5% of 340,000 active; AID 1259313;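 active = melting temperature shift of at least 10% of the positive control shift, at one fixed dose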
UPR XBP1 act: activators of adaptive arm of unfolded protein response (XBP1). activation, % at 20 µM. CHO-XBP1 luciferase reporter, IRE1-XBP1 UPR activation, luminescence; percent of tunicamycin response, DMSO as zero. 0.33% of 330,000 active;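 active = versus positive control, 20 µM dose yields 30% or more activation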;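 also: 100% = tunicamycin at 10 µg/mL and 0% = DMSO only wells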
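Assay system: IRE1-XBP1 luciferase reporter CHO line. Input: 1000 cells/well. Buffer or medium: F12 with 10% serum. Doses: 20 µM, 1% DMSO. Times: overnight seeding at 37 °C, 6 h compound treatment at 37 °C. Technique: Steady-Glo luciferase glow luminescence, 10 min after reagent addition.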
* = called active by the depositor.

SMILES	tim23-1 inh	Mdm2-MdmX inh	APJ ag	NALP3 yeast inh	tim10-1 inh	CHOP UPR activ	TIM10 inh	NR3A LBD binder	UPR XBP1 act
CC(C)CCNC(=O)COc1ccc(C(=O)c2ccccc2)cc1	22	11	-1	14	0	0.7	-5	0	-3
COCCNC(=O)C1=NOC(Cn2cc(C#N)c(=O)n(C)c2=O)C1 (stereo not drawn)	-5	5	0	7	-19	2.6	-10	0	-2
CCn1c(=S)sc2c(=O)n(CC(=O)Nc3ccccc3OC)c(C)nc21	5	10	-5	8	9	0.5	7	-7	-2
Cc1ccc(NC(=O)Cn2cc(C(=O)C3CC3)c3ccccc32)c(C)c1	-8	15	-3	9	1	-0.7	-10	-1	-6
COc1ccc(/C=N/NC(=O)c2ccoc2C)cc1O	2	-14	-2	-21	1	2.9	2	-5	2
N#Cc1cccc(NC(=O)Nc2cccs2)c1	-1	20	0	11	0	0.6	-6	6	-1
Cc1ccc(CS(=O)Cc2ccc(C(=O)N3CCN(c4ccc(F)cc4)CC3)o2)cc1 (stereo not drawn)	13	1	8	-1	21	-1.0	14	-9	-4
Cc1c(O)ccc(C(=O)COc2ccccc2F)c1O	25	-31	-2	21	22	3.9	23	35*	3
O=C(Nc1ccc(S(=O)(=O)Nc2ncccn2)cc1)C1CC(=O)N(c2ccc(Cl)cc2)C1 (stereo not drawn)	4	-4	-3	14	-10	0.4	4	0	-5
Fc1cccc(Cl)c1CSC1=NCCS1	5	11	-1	-12	-6	3.7	-8	-1	0
Clc1ccccc1Nc1nc(-c2cccnc2)cs1	36	-196	-3	-8	-36	1.9	-22	-15	3
CCCOc1ccc(-c2c(=O)n(OCc3ccc([N+](=O)[O-])cc3)c3ccccc3[n+]2[O-])cc1	16	43	5	30	33	0.7	15	-2	10
CCOc1cc(CN2CCCC(N3CCN(c4ccc(F)cc4)CC3)C2)ccc1OC (stereo not drawn)	4	-23	-1	23	4	-0.3	-4	-1	-3
O=C(NCC1CCCO1)C1CCCN(Cc2cnn(-c3ccccc3)c2-n2cccc2)C1 (stereo not drawn)	-6	12	-2	10	-8	0.3	-6	-3	-2
Cc1sc2nc(CSc3ccccc3)nc(N3CCN(C)CC3)c2c1C	-7	12	-3	47	31	0.5	24	-6	0
O=C(O)c1cc(-c2ccc3c(c2)OCO3)nc2ccccc12	7	-3	2	5	9	-0.3	7	-1	2
CC(=O)N1CCc2c(sc(NC(=O)C3CCCN3S(=O)(=O)c3cccs3)c2C(N)=O)C1 (stereo not drawn)	-1	23	12	20	15	0.4	7	1	-2
CC1CCC(NC(=O)c2nc(Cn3ccc([N+](=O)[O-])n3)no2)CC1 (stereo not drawn)	4	3	1	11	24	2.2	22	0	-1
COC(=O)c1oc2ccccc2c1NC(=O)CN1CCCC1	22	13	-1	0	-5	-1.3	5	-1	-1
COc1ccccc1NC(=O)c1c[nH]c2ccccc12	23	-14	-1	43	-11	2.4	-10	4	-4
O=C(O)c1cnc(-c2ccccc2)nc1-c1ccccc1	16	8	0	9	-2	-3.5	-3	1	-2
CN(C)C(=O)c1ccc(NC(=O)c2cc(-n3cnnc3)ccc2Cl)cc1	15	6	2	11	16	-1.2	-1	0	-4
COc1ccc(C)cc1NC(=O)C(c1ccccc1)N1CCN(CC(=O)NC2CC2)CC1 (stereo not drawn)	10	3	4	21	16	-1.8	6	0	-1
Cc1cc(C)n2nc(C(=O)Nc3ccc4c(c3)OCCO4)nc2n1	12	3	1	6	4	0.7	-6	0	0
COc1ccc(CNC(=O)CNC(=O)CNS(=O)(=O)c2ccc(C)c(C)c2)cc1	-11	21	-6	4	-14	-0.9	3	1	4
C=CCNC(=S)NNC(=O)COc1cccc(Cl)c1	32	-19	-3	21	17	0.2	19	-1	2
CCOC(=O)Cn1cc(/C=N/NC(=O)c2ccc(C#N)cc2F)c2ccccc21	34	6	-3	13	31	0.7	18	-1	-2
CCCCCCc1nnc(NC(=O)OCC)s1	23	16	-2	29	35	1.1	10	1	0
CCN1CCc2c(sc(NC(=O)c3ccc(S(=O)(=O)N(C)c4ccccc4)cc3)c2C(=O)NC)C1	0	59*	-2	37	8	5.5	8	6	0
O=C(NC(=S)NCCc1ccccc1)C1CCCCC1	48	8	-2	11	9	1.2	18	3	-3
Nc1nc(NC(=O)c2ccc(F)cc2)ns1	10	4	4	16	-4	1.3	6	0	-4
Cc1ccc(S(=O)(=O)NNC(=O)C2COc3ccccc3O2)cc1 (stereo not drawn)	7	-4	-3	-6	6	1.5	10	1	-3
CCOC(=O)[C@H]1[C@H]2COc3ccc(C)cc3[C@@H]2N2C(=O)CN(Cc3ccccc3)C(=O)[C@@]12C	21	11	-2	12	12	1.1	5	-1	-5
O=C(O)CCN1C(=O)/C(=C\c2cccc(Oc3ccccc3)c2)SC1=S	32	3	-3	-39	37	-3.3	33	14*	-6
O=C(CCCC(=O)N(CC(=O)NC1CCCCC1)CC1CCCO1)Nc1ccccn1 (stereo not drawn)	1	-2	1	1	6	-1.1	-7	-1	-1
Cc1cc(NC(=S)Nc2ccccc2)ccc1Br	9	9	-3	30	41*	-1.8	15	-20	0
CN(Cc1cnn(-c2ccccc2)c1)C(=O)C1CCC(=O)N(C2CC2)C1 (stereo not drawn)	15	-19	-3	8	4	-1.5	-6	1	-1
CN(C)C(CNC(=O)C1CCN(S(=O)(=O)c2cccc(C(F)(F)F)c2)CC1)c1ccccc1 (stereo not drawn)	-5	12	-5	12	6	-0.7	12	1	3
CCCCOc1ccc(-c2cc(C(F)(F)F)c(C#N)c(SCC(=O)O)n2)cc1	24	3	-2	17	20	-1.5	12	-5	2
CCS(=O)(=O)c1ccc(-c2csc(-c3ccccc3Cl)n2)c(Cl)c1Cl	14	46	-3	0	17	2.8	31	0	3

For convenience, some entries already given.
SMILES	tim23-1 inh	Mdm2-MdmX inh	APJ ag	NALP3 yeast inh	tim10-1 inh	CHOP UPR activ	TIM10 inh	NR3A LBD binder	UPR XBP1 act
O=C(O)c1cnc(-c2ccccc2)nc1-c1ccccc1	16	8	0	9	-2	-3.5	-3	1	-2
CN(C)C(=O)c1ccc(NC(=O)c2cc(-n3cnnc3)ccc2Cl)cc1	15	6	2	11	16	-1.2	-1	0	-4
COc1ccc(C)cc1NC(=O)C(c1ccccc1)N1CCN(CC(=O)NC2CC2)CC1 (stereo not drawn)	10	3	4	21	16	-1.8	6	0	-1
Cc1cc(C)n2nc(C(=O)Nc3ccc4c(c3)OCCO4)nc2n1	12	3	1	6	4	0.7	-6	0	0
COc1ccc(CNC(=O)CNC(=O)CNS(=O)(=O)c2ccc(C)c(C)c2)cc1	-11	21	-6	4	-14	-0.9	3	1	4
C=CCNC(=S)NNC(=O)COc1cccc(Cl)c1	32	-19	-3	21	17	0.2	19	-1	2
CCOC(=O)Cn1cc(/C=N/NC(=O)c2ccc(C#N)cc2F)c2ccccc21	34	6	-3	13	31	0.7	18	-1	-2

Next part.
SMILES	tim23-1 inh	Mdm2-MdmX inh	APJ ag	NALP3 yeast inh	tim10-1 inh	CHOP UPR activ	TIM10 inh	NR3A LBD binder	UPR XBP1 act
CC(=O)c1cccc(NC(=S)NNC(=O)c2ccco2)c1	-14	36	-5	23	-18	-0.1	-7	2	3
O=C(O)CNC(=S)N(Cc1ccc(F)cc1)C1CCCCC1	4	-7	-2	5	-2	-1.1	8	1	4
O=C1c2ccccc2C(O)N1c1ccccc1 (stereo not drawn)	2	-1	-3	12	-3	-0.9	4	0	-1
Cc1cc([N+](=O)[O-])ccc1NC(=S)NC(=O)C(c1ccccc1)c1ccccc1	-6	48	-11	28	13	-0.3	15	7	1
O=C(Nc1ccccn1)c1cc(-c2ccc(Cl)s2)nc2ccccc12	16	12	-2	18	21	-1.7	15	-10	-4
Cc1sc2ncnc(NCc3cccs3)c2c1C	25	52*	-2	41	20	8.6	20	1	6
C#CCOCCOCCOCCNc1nc(N2CCN(C(=O)[C@H](CCCCN)n3cc(CN)nn3)CC2)nc(N2CCN(C(=O)[C@H](CO)n3cc([C@@H](N)C(C)C)nn3)CC2)n1	7	4	-2	15	-7	-0.2	8	-1	2
CCN1CCN(C(=O)CN(C)S(=O)(=O)c2ccc3ccccc3c2)CC1	11	-13	1	4	23	0.7	6	0	-1
O=C(Nc1ccccc1Cl)NC1(C(=O)NCC2CCCO2)CCCCC1 (stereo not drawn)	1	10	-2	14	-1	2.4	-7	-2	3
CCC(=O)CCC(=O)c1ccc2ccccc2c1	13	-39	2	16	27	7.0	-17	-10	0
Cc1nc2ccc(C(=O)c3ccccc3)cc2[nH]1	-21	-2	-4	-11	-7	12	12	-2	2
CCN(CC)CCCNC(=S)N(CCO)Cc1cc2cc3c(cc2[nH]c1=O)OCO3	13	21	0	7	5	0.8	-2	-1	-3
COc1ccc(C(=O)Nc2ccccc2C(=O)N2CCOCC2)cc1OC	5	19	-1	-3	5	-0.5	-3	1	0
N#Cc1c(-c2cccc(Cl)c2)[nH]c(=S)[nH]c1=O	-19	-3	-4	-5	8	1.4	14	-2	-2
CCN1CCN(CC(=O)Nc2cccc(C)c2)C(=O)C1=O	-6	9	-4	19	-16	0.1	-2	0	3
COc1cc(/C=N/n2nnnc2N)ccc1O	2	2	-2	-4	15	-1.1	12	1	3
O=C(CCNC(=O)c1ccc(Br)o1)NCc1ccccc1Cl	20	3	3	6	3	0.4	-5	-1	0

Arranged by number of heavy atoms (highest first): 3 of the compounds above
SMILES	tim23-1 inh	Mdm2-MdmX inh	APJ ag	NALP3 yeast inh	tim10-1 inh	CHOP UPR activ	TIM10 inh	NR3A LBD binder	UPR XBP1 act
C#CCOCCOCCOCCNc1nc(N2CCN(C(=O)[C@H](CCCCN)n3cc(CN)nn3)CC2)nc(N2CCN(C(=O)[C@H](CO)n3cc([C@@H](N)C(C)C)nn3)CC2)n1	7	4	-2	15	-7	-0.2	8	-1	2
COc1ccc(C(=O)Nc2ccccc2C(=O)N2CCOCC2)cc1OC	5	19	-1	-3	5	-0.5	-3	1	0
Cc1nc2ccc(C(=O)c3ccccc3)cc2[nH]1	-21	-2	-4	-11	-7	12	12	-2	2
